# Screening results deposited in PubChem BioAssay by National Center for Advancing Translational Sciences (NCATS).
# PLK1 PBD inh – PLK1 (human) polo-box domain binding inhibition; P53350; Plk1 PBD binding of FITC phosphopeptide, fluorescence polarization; Potency, µM, without a hit: max response, negative = inhibition, most hits filed as inhibitors; 2.8% of 360,000 active; further: potency means the concentration at half of the fitted maximal effect; series mostly up to about 57 µM; on the % scale 0 is the no-effect control and ±100 the full control effect; nearly all actives have a fitted effect of over 65% in size
# Target sequence (P53350 whole entry, looked up, the tested form may be a part): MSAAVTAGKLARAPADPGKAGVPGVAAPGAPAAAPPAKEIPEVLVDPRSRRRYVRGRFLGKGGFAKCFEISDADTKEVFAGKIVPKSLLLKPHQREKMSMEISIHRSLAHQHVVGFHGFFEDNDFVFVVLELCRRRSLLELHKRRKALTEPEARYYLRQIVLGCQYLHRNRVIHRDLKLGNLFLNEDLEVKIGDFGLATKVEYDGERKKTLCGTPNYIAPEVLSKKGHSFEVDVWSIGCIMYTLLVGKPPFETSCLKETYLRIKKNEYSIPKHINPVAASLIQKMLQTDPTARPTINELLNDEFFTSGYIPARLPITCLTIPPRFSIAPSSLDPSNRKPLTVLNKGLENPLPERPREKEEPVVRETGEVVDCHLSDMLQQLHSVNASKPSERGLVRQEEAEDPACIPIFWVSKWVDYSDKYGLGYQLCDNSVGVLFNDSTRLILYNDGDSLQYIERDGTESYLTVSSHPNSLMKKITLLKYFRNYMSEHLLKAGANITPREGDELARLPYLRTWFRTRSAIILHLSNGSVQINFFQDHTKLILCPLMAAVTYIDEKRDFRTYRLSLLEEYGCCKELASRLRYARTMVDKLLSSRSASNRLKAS
# WRN inhibitor – WRN helicase (human) inhibition; 0.46% of 360,000 active; Potency, µM (series often up to 114 µM), without a hit: at the top dose activity change, negative = inhibition, usual class: inhibitors; WRN helicase unwinding, fluorescent forked duplex, kinetic; Q14191; further: potency means the concentration at half of the fitted maximal effect; on the % scale 0 is the no-effect control and ±100 the full control effect; nearly all actives have a fitted effect of over 55% in size
#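 Kinetic fluorescence helicase assay: unwinding of a quenched forked DNA duplex (100 nM final) with 2 mM ATP final raises red fluorescence (525/598 nm). Compounds sat 15 min at room temperature with 20 nM WRN beforehand.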
# Abeta yeast res – A-beta toxicity reversal in yeast. yeast expressing A-beta42, growth rescue, OD600, 48 h; response scale: 0% DMSO, 100% iron-clioquinol control. Potency, µM (top dose mostly 46.1 µM), for the others: at the highest dose growth rescue, hits mostly activators. 0.063% of 410,000 active. AID 1347071; further: potency means the concentration at half of the fitted maximal effect; nearly all actives have a fitted effect of over 55% in size
#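 Yeast growth medium received pinned compounds, then yeast cells expressing toxic A-beta were added; plates incubated at 30 C for 48 hr. Growth read as absorbance at 600 nm, normalized to DMSO and equimolar FeCl3 plus clioquinol controls.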
# IL2 activator – activates IL-2 in a cell-based reporter assay. AID 652025. activation, % (series mostly up to about 46 µM). IL-2 activation reporter assay, cell-based qHTS; stimulated with anti-CD3/CD4/CD28 beads; in transgenic mouse T cells. 0.065% of 360,000 active; in the data active means activation above about 50%; inconclusive means mostly about 30% to 49%; further: 0% is about no effect
#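 Quantitative HTS in unstimulated transgenic mouse T cells, with memory T cells as non-tolerant control and PMA/ionomycin as tolerance-bypass control. Compound pretreatment lasted 60 minutes before 18 h bead stimulation; EGFP/DsRed fluorescence read.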
# FUS yeast rescue – FUS proteinopathy suppression in yeast | S. cerevisiae FUS-expressing, growth rescue, OD600, 24 h | Potency, µM (doses to about 76.6 µM), for inactives: at the highest dose growth rescue (activation), actives largely listed as activators | 0.24% of 390,000 active;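 further: potency means the concentration at half of the fitted maximal effect; plate controls were DMSO vehicle for no effect and reference control for full effect; nearly all actives have a fitted effect of over 55% in size; some results filed as inactive show a strong effect at the top dose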
#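 Absorbance at 600 nm, taken 24hr after compound addition, measured rescue of FUS-yeast growth at 30C. Induction used 2% galactose with seeding at OD 0.005. Controls: CP55940 from 92uM final, DMSO only.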
# EPAC1 ag – agonists of human EPAC1 | EPAC1 agonist qHTS, biochemical assay; response scale: 100% = response to 6.5 mM cAMP | Potency, µM (top dose mostly 154 µM), inactives show top-dose activation, most hits filed as activators | 0.073% of 360,000 active | AID 720707; further: potency means the concentration at half of the fitted maximal effect; nearly all actives have a fitted effect of over 60% in size
#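 Compounds were pinned as a concentration titration into mixtures of EPAC1 (100 nM), BODIPY-GDP-loaded Rap1B (250 nM) and GDP (50 uM). After 5 min at room temperature, fluorescence was followed for 30 min; activity was scaled to 6.5 mM cAMP.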
# EPAC1 antagonist – EPAC1 (human) antagonism; AID 720709; EPAC1 GEF assay, Rap1b-BODIPY-GDP exchange fluorescence; Potency, µM (series often up to 115 µM), for inactives: top-dose activity change, negative = inhibition, most hits filed as inhibitors; 0.14% of 360,000 active; O95398;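 further: potency means the concentration at half of the fitted maximal effect; plate controls were vehicle for no effect and positive control for full effect; nearly all actives have a fitted effect of over 50% in size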
# aSyn yeast inh – rescues yeast growth from alpha-synuclein toxicity | 0.14% of 370,000 active | Potency, µM (titrated, usually from 46.1 µM), without a hit: at the top dose growth rescue (activation), hits mostly activators | Yeast expressing alpha-synuclein, growth rescue, BacTiter-Glo, 24 h | AID 652106; further: potency means the concentration at half of the fitted maximal effect; % of control where 0% means no effect; nearly all actives have a fitted effect of over 65% in size
#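 Screening used galactose-induced yeast with toxic alpha-synuclein levels, exposed to compound for 24 hr at 30 deg C. Cell growth, read with BacTiter-Glo luminescence, gave the measured signal.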
# PI5P4Ka inh – PI5P4K alpha (human) kinase inhibition | PI5P4Kalpha enzyme, ADP-Glo luminescence, 60 min; active compounds read low | 1.2% of 330,000 active | P48426 | AID 652105 | max response, %; active means max response of -50% or lower; inconclusive means between -30% and -50%; inactive means -30% or higher; further: value at the top dose of about 77 µM; on the % scale 0 is the no-effect control and ±100 the full control effect
# Target sequence (P48426 whole entry, looked up): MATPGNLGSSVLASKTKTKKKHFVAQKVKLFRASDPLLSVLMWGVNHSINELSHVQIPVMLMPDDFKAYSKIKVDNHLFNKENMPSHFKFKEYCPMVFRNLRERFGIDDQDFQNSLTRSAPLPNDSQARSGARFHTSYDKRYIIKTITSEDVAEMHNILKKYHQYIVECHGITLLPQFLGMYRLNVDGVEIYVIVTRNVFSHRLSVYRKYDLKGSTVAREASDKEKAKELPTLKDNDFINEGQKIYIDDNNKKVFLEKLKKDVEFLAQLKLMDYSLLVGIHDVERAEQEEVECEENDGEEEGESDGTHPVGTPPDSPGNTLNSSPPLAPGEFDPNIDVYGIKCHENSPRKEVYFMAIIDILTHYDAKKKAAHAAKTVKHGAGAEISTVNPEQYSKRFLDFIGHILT
#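 Human PI5P4Kalpha with substrate in 0.038 M HEPES pH 7.4, 0.28 mM EGTA, 0.1% CHAPS, 5% DMSO; reaction started with 5 microM ATP (final), 60 min at room temperature. ADP formed read by ADP-Glo luminescence.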
# The depositor's hits bear a star; u = inconclusive; x = no result given; & = joins results of further samples; [ ] = another dose, or the depositor's remark. Unless noted, the call rests on the fitted dose curve; in most records, active means well fitted curve in the direction sought with a large enough effect; inconclusive means small, poorly fitted or top-dose-only effect, or another doubt; inactive means no such curve, though single readings can be large; an effect the other way counts as inactive or inconclusive. Hits appear at their usual frequency; overall some 4.1% were active at least once.
SMILES,PLK1 PBD inh,WRN inhibitor,Abeta yeast res,IL2 activator,FUS yeast rescue,EPAC1 ag,EPAC1 antagonist,aSyn yeast inh,PI5P4Ka inh
CC1(C)NC(=O)N(CCCOc2ccc(Br)cc2Cl)C1=O,-2%,11%,9%,0.4,u,-1%,6%,-4%,x
Cc1ccc(NC(=O)CSC2=C(C#N)C(c3ccco3)C3=C(CCCC3=O)N2)cc1 (configuration not stated),-13%,-7%,9%,0.4,22%,1%,5%,-1%,-10
COc1ccc(CCNC(=O)CN(C)S(=O)(=O)c2ccc(Br)s2)cc1OC,-6%,4%,2%,2.6,8%,6%,1%,2%,-3
COc1ccc(N2CCN(C(=S)Nc3ccccc3)CC2)cc1,8%,10%,10%,-1.2,-6%,-1%,6%,6%,0
CC(C)C(=O)Nc1nnc(CCN2CCCCC2)s1,-8%,10%,13%,-1.1,13%,7%,2%,1%,x
CCOC(=O)c1cc(-c2ccc(C)cc2)n(CCC(=O)N2CCN(c3ccccn3)CC2)c1C,-3%,-26%,6%,-3.4,x,-1%,u,2%,-5
O=C1NN=C(c2ccccc2)CC1c1ccc(Cl)cc1Cl (configuration not stated),-9%,-7%,-14%,-0.6,-13%,-3%,-11%,-1%,10
Nc1cccc(Oc2ccc3c(c2)C(=O)N(CCO)C3=O)c1,4%,1%[57.1 µM],10%,-2.4,13%,-6%,-8%,12%,-10
S=C(NCCN1CCOCC1)Nc1ccc(Cl)cc1Cl,4%,-22%[57.1 µM],-1%,-0.1,7%,-5%,-5%,1%,2
Cc1cccc(NC(=S)NCC(C)CSc2ccc(Cl)cc2)c1 (configuration not stated),6%,-6%,u,-0.3,8%,2%,-22%,-10%,17
CC(Sc1nc(-c2ccccc2)cc(C(F)(F)F)n1)C(=O)Nc1sc2c(c1C(N)=O)CCC2 (configuration not stated),-19%,-6%,20%,0.0,x,11%,-9%,-6%,-2
C=CCn1c2ccccc2c2nnc(SCc3[nH]c(=O)[nH]c3C(=O)CCCCC(=O)OCC)nc21,u,-19%,1%,-0.5,x,-8%,-5%,1%,-28
CNc1c([N+](=O)[O-])cnn1-c1ccc(Cl)cc1Cl,0%,-7%,7%,-1.7,15%,5%,11%,2%,0
Cc1ccc2c(c1)=C(c1sc(N(C)c3ccc(O)cc3)nc1O)C(=O)N=2,38µM*,2%,-24%,0.4,-8%,-3%,3%,-16%,-4
COc1ccc(N2CCN(C(=O)c3ccc4c(=O)n(Cc5ccc6c(c5)OCO6)c(=O)[nH]c4c3)CC2)cc1,-17%,-13%,10%,-5.6,-16%,10%,-14%,-2%,-3
CC(=O)c1ccc(OCCCCCCCOc2ccc(C(C)=O)cc2)cc1,-21%,11%,1%,-3.0,-5%,3%,0%,2%,0
CCCCCCCNC(=O)C1(CC2CC(c3cccc(Br)c3)=NO2)CCN(C(=O)CCCCCBr)CC1 (configuration not stated),-9%,-35%,-9%,-0.9,28µM*,-22%,-21%,15%,12
COc1ccccc1C(=O)N(Cc1ccco1)C1CCS(=O)(=O)C1 (configuration not stated),-3%,-1%,10%,-0.2,-6%,-4%,0%,7%,4
C=CCn1c(=O)c2c(nc(-c3ccc(S(=O)(=O)O)cc3)n2C)n(C)c1=O,-3%,-5%,-7%,-0.4,-26%,-17%,-3%,-2%&-4%,-22
COc1ccc(-c2noc(-c3ccc(Cl)cc3[N+](=O)[O-])n2)cc1OC,-2%,-2%,3%,-0.3,x,4%,-17%,5%,11
CN(CC(=O)Nc1ccc(F)cc1)C(=O)CN1C(=O)NC2(CCCCC2)C1=O,1%,11%,8%,-0.3,-26%,6%,7%,7%,-4
COC(=O)c1c(NC(C)=O)sc2c1CCCC2,-3%,0%,-29%,0.2,-9%,-4%,-15%,11%,-3
O=C(CSc1nc2[nH]ncc2c(=O)[nH]1)N1CCCC1,-2%,1%,3%,0.9,-10%,-4%,-7%,-9%,-7
COc1ccc2[nH]c3c(c2c1)CCN1C(=O)C(CC(=O)NCC24CC5CC(CC(C5)C2)C4)C[C@H](C(=O)N2CCOCC2)[C@@]31CCC1CCCC1 (some centres not stated),u,-1%,2%,-0.7,-12%,-8%,-15%,-1%,-24
CCOC(=O)c1ccc(NS(=O)(=O)c2cc(-c3nnnn3CC)ccc2OC)cc1,2%,4%,14%,-1.2,2%,3%,2%,4%,x
O=C(/C=C/c1cccc([N+](=O)[O-])c1)N(c1ccccn1)c1ccccn1,-14%,3%,5%,-3.1,-34%,9%,-6%,-6%,-6
CCCC[C@@H]1CNCCN1CCc1cccc(F)c1,1%,4%,-5%,-0.3,-30%,-6%,-9%,3%,6
Cc1oc2cc(O)ccc2c(=O)c1N1C(=O)c2ccccc2C1=O,-2%,-2%,24%,-2.0,13%,2%,10%,-6%,1
COc1ccc(-c2nnn(CC(=O)N3CCN(c4ccccc4OC)CC3)n2)cc1,-8%,-3%,3%,0.8,26%,0%,-4%,2%,7
Cc1ccccc1OCCC(=O)Nc1cc(S(=O)(=O)N2CCOCC2)ccc1OC(C)C,0%,1%,16%,-1.6,17%,-11%,-26%,6%,7
O=C(CCN=C1NS(=O)(=O)c2ccccc21)OCC(=O)c1ccccc1,-1%,-2%,19%,-3.6,0%,2%,-10%,4%,-10
O=C(O)/C=C\c1ccccc1Oc1ccc(F)cc1,-19%,-1%,-14%,1.0,18%,3%,-27%,24%,1
CCOc1ccc(C(=O)CCC(=O)Nc2ncccc2O)cc1,-12%,-18%,20%,-0.3,23%,-52%[inhibitor],3%,-2%,u
Cc1ccnc2nc(C(=O)OCC(=O)NC3CCC(C)CC3)nn12 (configuration not stated),-5%,5%,-9%,-0.2,x,9%,11%,0%,0
O=C1CCC(=O)O1,-4%,-8%,12%,-0.3,-39%,9%,-4%,0%,0
Cc1ccc(C(=O)NC(=C(Cl)Cl)S(=O)(=O)c2ccc(C)cc2)cc1,-14%,u,13%,1.3,14%,-15%,6%,-2%,-11
O=C(Cc1n[nH]c(=O)c2ccccc12)OCc1c(Cl)cccc1Cl,-5%,-3%,0%,-2.9,2%,10%,12%,-5%,-8
COc1ccc(CC(=O)Nc2ccc(C(N)=O)cc2)cc1,-16%,-6%,-28%,0.5,18%,6%,-21%,-5%,0
CN(C(=O)CSc1nnc(-c2cccs2)n1N)c1ccccc1,-7%,6%,-7%,1.5,-19%,-1%,-9%,-4%,1
O=C(O)C(NS(=O)(=O)c1ccccc1)C(O)c1ccccc1 (configuration not stated),1%,-1%[57.1 µM],-10%,-0.9,10%,6%,-12%,0%,0

# 3 compounds out of the list above, arranged by their value in WRN inhibitor, falling:
compound	WRN inhibitor
CCOC(=O)c1ccc(NS(=O)(=O)c2cc(-c3nnnn3CC)ccc2OC)cc1	4%
COc1ccc(CC(=O)Nc2ccc(C(N)=O)cc2)cc1	-6%
O=C1CCC(=O)O1	-8%

# The list continues:
SMILES,PLK1 PBD inh,WRN inhibitor,Abeta yeast res,IL2 activator,FUS yeast rescue,EPAC1 ag,EPAC1 antagonist,aSyn yeast inh,PI5P4Ka inh
O=C(Nc1ccccc1N1CCCC1)C1CCN(S(=O)(=O)c2ccccc2C(F)(F)F)CC1,-2%,1%,18%,-4.4,19%,6%,-1%,1%,14
CCCCN1C(=O)C2(NNc3ccccc3O2)c2ccccc21 (configuration not stated),16%,-9%,0%,-0.6,x,-6%,7%,11%,-10
Cn1c(CO)cnc1SCc1ccc([N+](=O)[O-])cc1,-12%,4%,4%,0.8,5%,3%,-7%,-3%,-8
CNc1nc(OC)nc(N2CCOCC2)n1,-6%,1%,8%,-1.5,2%,5%,6%,7%,4
Cc1cccc(N(C)c2ccc3cc(S(=O)(=O)N4CCCC4)ccc3n2)c1,-12%,-8%,19%&3%,-0.7,24%&3%,3%,-20%,21%,2
O=C(CCl)N(c1ccccc1)c1ccccc1,-4%,-22%,-2%,-5.3,-16%,-2%,-1%,12%,2
O=C(COC(=O)c1nc(Cl)c(Cl)c(Cl)c1Cl)c1ccc[nH]1,-8%,-2%,-2%,-5.8,-3%,-6%,20%,9%,-20
CCOC(=O)c1c(NC(=S)Nc2ccc(C)cc2)sc2c1CCC2,-18%,-7%,-9%,0.4,-3%,20%,9%,6%,0
COc1ccc(NC(=O)CSc2nnc(C(C)C)n2N)cc1,-1%,-15%[57.1 µM],16%,-2.8,3%,-1%,27%,-7%,0
CCOc1c2ccc(C(=O)NCc3ccc(C)cc3)cc2nn1CC,-4%,-7%,19%,0.9,-16%,12%,-6%,-1%,-3
c1ccc(CNc2nnnn2-c2ccccc2)cc1,4%,3%,16%,-1.8,27%,4%,-3%,0%,x
CCc1nc2c(OCC=C(C)C)cccn2c1N(C)C(=O)c1ccc(OC)cc1,-9%,-17%,-32%,0.0,16%,-8%,-12%,2%,-4
N=C(N)SCc1nc2ccccc2c(=O)n1-c1ccccc1Cl,-6%,-1%,23%,0.5,33%,0%,-21%,1%,x
O=C(O)CNC(=O)CCCn1nnc2ccccc2c1=O,8%,3%,-16%,-4.6,-18%,6%,10%,0%,3
O=C(c1ccco1)N1CCN(S(=O)(=O)c2cc(Cl)ccc2Cl)CC1,-7%,-16%,9%,-0.5,3%,5%,0%,13%,-4
Cc1ccc(C(=O)NCc2ccncc2)cc1S(=O)(=O)Nc1cccc(C)c1C,6%,-4%,-2%,0.2,8%,-10%,11%,3%,-3
CCc1ccc(C(=O)NCc2ccc(Cl)cc2)cc1,1%,7%,-22%,-1.0,x,-10%,6%,10%,6
Cc1ccc(C)c(OCCCC(=O)N2CCOCC2)c1,u,-2%,0%,-2.0,6%,9%,8%,11%,1
Cc1cc(SCC(=O)NC2CCCCC2)nc2ccccc12,2%,3%,0%,0.0,12%,-7%,-13%,-1%,-1
